NR3A LBD binder = NR3A (human) ligand-binding domain modulation | Tm shift relative to glycine control, % at 25 µM | NR3A LBD differential scanning fluorimetry, Tm shift; 0% = protein alone, 100% = glycine-bound protein | 340,000 compounds, 2.5% hits;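 active = melting temperature shift of at least 10% of the positive control shift, at one fixed dose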
SENP6 block = blocks the human protease SENP6; Q9GZR1; Recombinant SENP6 catalytic domain, aminoluciferin luminescence; inhibition, % at 10 µM; 330,000 compounds, 1.8% hits; AID 2599;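 active = inhibition above about 50% at the single tested dose, limit read from the data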;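 note: plate controls were DMSO wells with enzyme for no effect and DMSO wells lacking enzyme for full effect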
PfGluPho inh = PfG6PD (Plasmodium falciparum) enzyme inhibition; PfGluPho enzyme, NADPH resazurin-diaphorase fluorescence; inhibition, % at 20 µM; 350,000 compounds, 0.78% hits;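 active = inhibition reaching at least a set limit at 20 µM in the primary screen, cut at about 59% in these data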;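 note: 0% = DMSO wells with substrate and 100% = DMSO wells lacking glucose-6-phosphate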
ATG4B inhibitor = ATG4B (human) cysteine protease inhibition. ATG4B cleavage of LC3-PLA2, NBD-HPC fluorescence, 1 h. inhibition, % at 8.33 µM. AID 504462. 340,000 compounds, 0.51% hits; in the data active = inhibition above about 40%
MPTP inh = inhibitors of mitochondrial permeability transition pore | isolated mouse mitochondria, Ca2+ swelling absorbance, 30 min | inhibition, % at 10 µM | 360,000 compounds, 1.4% hits | AID 602449;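 active = inhibition of 50% or more, scaled per plate between neutral and stimulator controls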;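 note: 0% = DMSO wells given calcium and 100% = 1 mM EGTA wells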
SENP8 inh = SENP8 (human) protease inhibition; AID 602440; 360,000 compounds, 0.64% hits; recombinant SENP8, Nedd8 substrate fluorescence; Q96LD8; inhibition, % at 20 µM; in the data active = inhibition mostly above about 40%, no sharp cut-off; inactive = mostly below about 27%
Target sequence (Q96LD8 whole entry, looked up): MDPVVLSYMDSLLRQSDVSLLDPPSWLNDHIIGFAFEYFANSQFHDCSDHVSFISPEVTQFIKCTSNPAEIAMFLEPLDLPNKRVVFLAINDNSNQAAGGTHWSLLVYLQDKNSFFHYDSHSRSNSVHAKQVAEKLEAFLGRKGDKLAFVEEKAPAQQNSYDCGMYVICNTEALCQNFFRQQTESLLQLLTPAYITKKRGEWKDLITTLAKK
SENP1 inh = inhibitors of human SENP1 SUMO protease catalytic domain. inhibition, % at 10 µM. 360,000 compounds, 0.21% hits. recombinant SENP1 catalytic domain, CyPet-SUMO1-YPet FRET cleavage. Q9P0U3;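 active = inhibition at least 30% at 10 µM, raw YFP signal under a set limit, fluorescence ratio 0.5 to 1.5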;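 note: 0% = enzyme with DMSO and 100% = no enzyme wells; some results filed as inactive read as strong as hits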
Target sequence (Q9P0U3 419-644 limits assumed): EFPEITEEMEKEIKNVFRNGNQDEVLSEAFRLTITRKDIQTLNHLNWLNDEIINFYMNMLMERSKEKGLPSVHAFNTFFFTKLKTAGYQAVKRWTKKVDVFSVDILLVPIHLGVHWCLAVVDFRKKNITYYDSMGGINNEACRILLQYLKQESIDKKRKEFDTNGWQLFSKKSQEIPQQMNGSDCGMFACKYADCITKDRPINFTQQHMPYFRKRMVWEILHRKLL
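Controls: no-enzyme wells low, DMSO-plus-enzyme wells high control. Test system: human recombinant His6-tagged SENP1 catalytic domain enzyme. Reagent: SFCypet-SUMO1-SFYpet FRET protein substrate, 25 nM final. Doses: one dose per compound, 10 µM, 0.5% DMSO. Detection: FRET, CFP and YFP emission. Timing: 50 min reaction at room temperature.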
hIAP activ = human IAP activation. 330,000 compounds, 0.16% hits. AID 2524. P09923. activation factor at 10 µM. purified human IAP, CDP-Star luminescence, 30 min; stronger effect = higher value; 1 = vehicle-only enzyme, 0 = enzyme-free background;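 active = activation factor of the enzyme at least 2-fold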; note: the source names both 10 and 20 µM as test concentration; values of inactives mirror those of a sister screen read the other way
Target sequence (P09923 whole entry, looked up): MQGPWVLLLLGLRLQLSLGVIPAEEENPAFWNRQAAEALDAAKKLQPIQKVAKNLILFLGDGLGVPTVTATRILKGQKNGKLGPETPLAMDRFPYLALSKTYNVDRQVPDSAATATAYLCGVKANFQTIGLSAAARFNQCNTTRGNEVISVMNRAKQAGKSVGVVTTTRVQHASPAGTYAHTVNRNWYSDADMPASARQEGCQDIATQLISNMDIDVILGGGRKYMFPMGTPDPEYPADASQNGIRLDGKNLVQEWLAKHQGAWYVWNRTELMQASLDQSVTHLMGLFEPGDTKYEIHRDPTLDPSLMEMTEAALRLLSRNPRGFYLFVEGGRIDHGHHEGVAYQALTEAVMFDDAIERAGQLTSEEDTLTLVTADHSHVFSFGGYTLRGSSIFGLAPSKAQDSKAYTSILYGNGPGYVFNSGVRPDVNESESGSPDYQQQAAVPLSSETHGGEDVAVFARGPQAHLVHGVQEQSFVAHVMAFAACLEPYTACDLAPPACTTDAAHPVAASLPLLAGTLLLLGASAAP
* hit, by the source's call; i = inactive; / = not tested or not shown.

Each structure is followed by: PfGluPho inh	MPTP inh	hIAP activ	ATG4B inhibitor	NR3A LBD binder	SENP1 inh	SENP8 inh	SENP6 block
COc1ccc(-c2csc(NC(=O)CN3C(=O)C4CC=CCC4C3=O)n2)cc1 (configuration not stated)
    3.3	-0.8	1.02	0.2	-2.2	-1.9	-2.7	-16.6
Clc1ccc(-n2nnnc2-c2cnc3ccc(Cl)cc3c2-c2ccccc2)cc1
    18.6	-0.2	1.05	-8.6	0.2	1.9	7.6	-2.2
O=C(COc1cccc2c1CCNC2=O)Nc1ccc(Cl)cc1
    -1.9	-0.3	1.05	-4.0	7.9	1.4	3.5	1.0
S=c1[nH]nc(COc2ccc(Cl)cc2)n1C1CCCCC1
    -13.4	1.0	1.32	-19.1	-11.1	3.1	10.2	-14.8
O=C(N/N=C/c1ccc2c(c1)OCO2)C1COc2ccccc2O1 (configuration not stated)
    2.5	-0.5	1.09	-12.0	-0.1	1.2	2.3	5.5
COc1ccc(NC(=O)COC(=O)c2ccc(OCc3ccc(Cl)cc3Cl)c(OC)c2)c(OC)c1
    12.9	3.7	1.07	-1.9	-2.7	-0.7	-1.0	-3.0
COc1ccc(-c2cc(-c3ccc(OC)cc3)nc(-c3ccc4c(c3)NC(=O)CO4)c2)cc1
    -4.0	0.5	0.903	-7.2	-4.0	-1.7	-261.0	8.5
CC1CN(C(=O)Cn2c(=O)oc3ccccc32)CC(C)O1 (configuration not stated)
    -2.6	0.1	0.984	4.0	-0.3	5.9	5.4	-16.3
CC1CC(C)CN(C(=O)C(C)N(C)CC(=O)Nc2ccc(F)cc2)C1 (configuration not stated)
    -1.2	0.5	0.978	1.6	-2.2	3.4	17.0	0.2
Cc1ccc(S(=O)(=O)Nc2ccc(Cl)cn2)cc1
    -13.9	0.3	0.899	-2.0	3.0	1.0	-1.7	-3.7
Cc1ccc(-c2c(C)sc3ncn(CC(=O)N4CCOCC4)c(=O)c23)cc1C
    -6.9	0.7	0.934	3.6	-2.1	-4.7	-0.5	4.5
COCCNC(=O)CN(C(=O)Cn1nnc2ccccc21)c1cc(C)cc(C)c1
    3.4	-2.1	1.09	-4.0	-0.7	1.3	5.7	-4.9
Nn1c(SCC(=O)NCCCc2ccccc2)nnc1-c1cccnc1
    28.8	0.6	1.08	-2.7	-1.7	5.5	22.2	5.7
CCOC(=O)c1c(C)[nH]c(C(=O)NCc2ccccn2)c1C
    -17.2	-0.5	0.88	-0.1	0.7	1.4	7.0	-2.5
CCCCOc1cccc(-c2nnc(N)s2)c1
    -11.2	1.6	1.04	4.2	0.1	0.3	-30.0	24.8
Cc1ccc(C(=O)Nc2ccn(Cc3ccc(F)cc3)n2)o1
    -12.8	-0.8	1.02	-1.9	-2.2	2.1	2.3	-11.7
COc1ccc(CCN2C(=O)CC(C(C)c3ccccc3)C2=O)cc1OC (configuration not stated)
    13.5	2.2	0.835	-15.2	-2.5	0.7	12.2	26.4
COC1C/C(=N\O)C2OC(c3ccccc3)OCC2O1 (configuration not stated)
    -3.0	-0.4	1.09	3.4	-2.6	3.0	12.2	-14.2
CC[C@@H](C)[C@H](C(CC(=O)N1CCCC1[C@@H](OC)[C@H](C)C(=O)N[C@H](Cc1ccccc1)c1nccs1)OC)N(C)C(=O)[C@H](NC(=O)[C@@H](C(C)C)N(C)C)C(C)C (some centres not stated)
    -6.3	0.4	/	-2.3	0.3	1.0	13.6	/
CC1=Nc2ccccc2/C1=C/c1c(N)n2c(S(=O)(=O)CC(C)C)nsc2nc1=O
    -46.8	15.5	/	3.8	16.2*	-122.3	-40.1	/
Cc1cccc(C)c1NC(=O)CNC(=O)c1c(C)nn(C)c1Cl
    -1.1	-0.3	1.01	2.1	-0.4	-2.1	6.0	4.0
O=C(CSCc1ccccc1)Nc1cccc(C(=O)Nc2ccc(C(=O)O)cc2)c1
    5.7	-0.3	1.32	-4.0	-6.7	2.9	21.6	-2.9
O=C(Nc1ccccc1C(=O)Nc1ccc2c(c1)OCO2)c1cccs1
    7.2	-0.3	0.892	-13.5	-13.2	0.2	20.8	-2.4
O=C(NCc1ccco1)C1Cc2cc(Cl)ccc2O1 (configuration not stated)
    2.2	1.0	1.05	-2.7	-2.4	-3.9	-5.2	-3.3
COCCN(C(=O)CSc1nc2ccccc2c(=O)n1CCOC)c1c(N)n(Cc2ccccc2)c(=O)[nH]c1=O
    -10.3	-1.6	0.922	-9.4	-1.4	0.4	6.9	-14.2
CCc1nc2ccc(C(=O)NCc3ccc(C)o3)cc2nc1CC
    0.1	-1.3	0.971	0.4	-2.6	2.6	15.8	4.7
CCOC(=O)c1ccc(N(CC(=O)NCC2CCCO2)C(=O)CCC(=O)Nc2cc(C)on2)cc1 (configuration not stated)
    11.0	1.7	0.979	-10.2	1.3	0.0	9.3	-9.8
CCOC(=O)N1CCN(c2nc(-c3ccccc3)c3ccccc3n2)CC1
    15.9	-0.3	1.15	2.3	-2.4	-24.5	-292.6	-7.7
COc1ccc(-c2c(C#Cc3ccsc3)c3cc(-c4ccc(CN5CCOCC5)cc4)ccc3n2C)cc1
    1.9	0.2	0.902	-1.6	1.4	0.8	i	-4.6
Cc1cc(C(F)(F)F)nc(SCC(=O)NC2CCCCC2)n1
    -14.5	0.7	1.02	-1.5	0.2	-2.0	2.0	-3.6
Cc1sc2ncn(CC(=O)N3CCN(c4ccccn4)CC3)c(=O)c2c1S(=O)(=O)N1CCC(C)CC1
    -21.9	-0.6	1.02	0.3	1.0	0.4	-1.2	-12.0
Cc1ccc(N(CC(=O)NCc2ccco2)C(=O)CCC(=O)Nc2ccccn2)c(C)c1
    -4.7	-2.3	1.02	0.5	-2.0	-1.5	14.6	-11.1
Nc1nonc1-n1nnc(C(=O)N/N=C/c2ccoc2)c1-c1ccccc1
    -5.9	-1.0	1.11	6.6	-1.5	-1.3	-17.4	-10.1
CC(=O)c1cn(CC(=O)NCc2ccc3c(c2)OCO3)c2ccccc12
    -14.7	3.3	1.06	6.4	-2.9	-3.7	22.1	-13.5
CSc1nnc(-c2ccc(S(=O)(=O)N3CCOCC3)cc2)n1C
    -6.8	0.5	0.849	-0.5	-0.3	1.5	-8.3	-14.9
Cc1cccc(C(=O)N2CC(=O)Nc3ccc(F)cc3C2c2ccc(F)cc2)c1 (configuration not stated)
    12.5	-1.0	1.02	-6.0	-5.7	-1.0	11.7	-5.2
O=C(COC(=O)c1ccc2c(c1)C(=O)N(Cc1ccncc1)C2=O)Nc1ccccc1[N+](=O)[O-]
    -6.4	-1.0	1.14	13.0	-5.7	-2.9	14.6	-23.3
O=C(CCSc1ccccc1)N1CCN(c2ccccc2F)CC1
    -28.6	-1.8	1.11	3.5	-0.3	0.1	-5.0	-19.5
N#Cc1c(N)nc2c(c1-c1ccc3c(c1)OCO3)CCCCCC2
    0.6	1.2	0.899	11.1	-2.5	0.7	-389.7	-14.9
Cc1ccc(-c2nc(Cl)nc3ccccc23)cc1
    -4.6	-1.6	1.01	0.6	-1.9	2.1	-71.1	-9.3
CCCOc1ccccc1OCC(=O)Nc1cc(Cl)ccc1-n1cncn1
    -1.6	-0.4	1.07	-6.1	2.4	-0.6	0.3	-10.4
Cc1ccc(NC(=O)CCC(=O)N/N=C/c2ccc([N+](=O)[O-])o2)cc1C
    10.8	1.5	1.07	-8.1	0.3	-1.4	62.8*	-1.6
COc1ccc(C2NC(=O)c3ccccc3N2)cc1 (configuration not stated)
    1.2	0.4	0.91	2.5	-0.7	-1.6	-287.9	17.0
CC(=O)Nc1cccc(NC(=S)Nc2cccc(Cl)c2Cl)c1
    -4.0	-2.4	0.931	14.2	-5.9	-1.2	3.8	-12.3
CC(=O)Nc1ccc(NC(=O)CSc2nnc(NC(=O)c3cccc(F)c3)s2)cc1
    -19.7	1.4	1.35	0.0	30.5*	1.8	-72.9	76.7*
Cc1sc2ncnc(Oc3ccc(-n4ccnc4)cc3)c2c1C
    7.3	-0.6	1.06	12.0	-0.6	-5.3	2.2	-3.6
CCOC(=O)C(CCCCOc1cccc(CC)c1)C(=O)OCC
    10.5	-8.5	1.01	1.7	-2.2	0.5	-4.1	-1.7
O=C(O)Cc1sc(-c2ccccc2)nc1-c1ccccc1
    -16.5	-0.1	0.99	-5.6	0.1	0.9	-17.9	-4.4
C=CCn1c(SCC(=O)NNC(=O)Nc2ccc(C)cc2)nnc1-c1ccccc1
    2.5	2.4	1.47	-14.0	-0.2	1.0	13.4	-12.8
CCOC(=O)c1cc(C)sc1NC(=O)C(c1ccccc1)c1ccccc1
    13.3	1.0	0.992	2.9	0.4	-0.3	2.0	4.6
COc1ccc(CCNC(=O)CC(Cc2ccc(C)cc2)C(=O)O)cc1OC (configuration not stated)
    -20.2	0.4	0.942	-6.5	1.6	1.3	4.1	2.0
COC(=O)CCC(=O)NNC(=O)CCC(=O)Nc1cccc(Cl)c1C
    -8.8	0.1	1.07	-1.4	-1.5	2.5	12.7	-11.9
CCOc1ccccc1C(=O)N1CCC(n2nnc3cc(C(F)(F)F)ccc32)CC1
    -4.4	2.7	1.13	-10.9	1.0	0.3	17.1	-9.3
O=C(CN1CCCCCC1)Nc1cccc2c1OCO2
    5.3	0.3	1.15	14.8	0.9	2.2	9.0	0.6
COc1cc(Cl)c([C@@H]2C[C@H]3CN(c4ccccc4)C(=O)[C@]34CCCN24)cc1OC
    -6.0	0.3	0.836	8.3	1.9	3.0	-12.6	-13.3
O=[N+]([O-])c1ncn(C23CC4CC(CC(C4)C2)C3)n1
    -19.1	0.6	1.03	6.4	-1.2	-0.6	28.0	-29.1
CC(C)C(NC(=O)c1c(F)cccc1F)C(=O)N1CCN(S(=O)(=O)c2ccc(F)cc2)CC1 (configuration not stated)
    3.1	0.6	0.876	-5.8	-4.3	1.4	8.7	-4.0
Cc1ccc(Cl)cc1N1CCN(CC(=O)NC2CCCc3ccccc32)CC1 (configuration not stated)
    -10.1	-0.4	1.07	-10.5	10.0*	0.0	13.6	-33.8
CCCCOC(=O)c1ccc(NC(=O)Nc2ccc(OC)c(OC)c2)cc1
    8.6	-15.5	1.28	-23.2	19.0*	1.8	24.5	-14.7
O=C(O)CN(c1ccccc1)C1SC(=O)NC1=O (configuration not stated)
    2.2	-0.2	1.05	-0.4	5.6	1.9	31.5	-4.2
CC(C)CC(=O)Nc1nc2ccc(S(C)(=O)=O)cc2s1
    13.2	1.9	1.32	-1.2	-0.4	-9.1	13.7	-3.9
CCOC(=O)C1CCN(C(=O)c2ccc3c(SCC(=O)O)c4c(nc3c2)CCCC4)CC1
    2.8	0.8	1.07	0.1	-3.1	-6.6	7.1	2.3

Reformatted as comma-separated lines: part of the list above
molecule,PfGluPho inh,MPTP inh,hIAP activ,ATG4B inhibitor,NR3A LBD binder,SENP1 inh,SENP8 inh,SENP6 block
Cc1sc2ncnc(Oc3ccc(-n4ccnc4)cc3)c2c1C,7.3,-0.6,1.06,12.0,-0.6,-5.3,2.2,-3.6
CCOC(=O)C(CCCCOc1cccc(CC)c1)C(=O)OCC,10.5,-8.5,1.01,1.7,-2.2,0.5,-4.1,-1.7
O=C(O)Cc1sc(-c2ccccc2)nc1-c1ccccc1,-16.5,-0.1,0.99,-5.6,0.1,0.9,-17.9,-4.4
C=CCn1c(SCC(=O)NNC(=O)Nc2ccc(C)cc2)nnc1-c1ccccc1,2.5,2.4,1.47,-14.0,-0.2,1.0,13.4,-12.8

Bioassay records deposited in PubChem BioAssay by Sanford-Burnham Center for Chemical Genomics.
